# Source: PubChem (several laboratories)
# MazEF act – activators of E. coli MazEF toxin-antitoxin RNase; P0AE70; AID 504720; activation, % at 20 µM; FAM/BHQ RNA-DNA oligo cleavage fluorescence, 5 h; 0.32% of 350,000 active; in the data active means activation above about 50%
# Target sequence (P0AE70 whole entry, looked up): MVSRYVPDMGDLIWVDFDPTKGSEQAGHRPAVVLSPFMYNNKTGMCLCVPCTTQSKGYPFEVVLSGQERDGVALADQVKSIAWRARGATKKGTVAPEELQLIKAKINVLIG
# SSB-PriA inh – K. pneumoniae PriA-SSBct interaction inhibition. inhibition, % at 33 µM. AID 1272365. 0.6% of 430,000 active. AlphaScreen SSBct-PriA binding, biotinylated peptide; in the data active means inhibition mostly above about 37%, no sharp cut-off; inactive means mostly below about 20%;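 further: plate controls were negative control peptide for no effect and reference peptide for full effect; strong numbers were not always called active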
# Y pestis TopoI – Y. pestis Topo-I inhibition via cleavage products; Y. pestis Topo-I cleavage product accumulation, plate reader; activity, % at 10 µM; 0.064% of 360,000 active; AID 504884; in the data active means activity above about 50%, passing the limit was not always enough; further: inactives centre near 2
# 3CLpro inhibitor – SARS-CoV 3CLpro protease inhibition | P0C6X7 | recombinant SARS-CoV 3CLpro, quenched FRET peptide cleavage | inhibition, % at 6 µM | 0.14% of 290,000 active | AID 1706; in the data active means inhibition above about 12%
# DUSP3 inh – blocks human VHR1 dual specificity phosphatase. P51452. recombinant VHR phosphatase, pNPP absorbance. inhibition, % at 13.3 µM. 0.52% of 290,000 active. AID 1654; in the data active means inhibition above about 50%; further: some compounds called inactive have numbers as strong as hits
# Target sequence (P51452 whole entry, looked up): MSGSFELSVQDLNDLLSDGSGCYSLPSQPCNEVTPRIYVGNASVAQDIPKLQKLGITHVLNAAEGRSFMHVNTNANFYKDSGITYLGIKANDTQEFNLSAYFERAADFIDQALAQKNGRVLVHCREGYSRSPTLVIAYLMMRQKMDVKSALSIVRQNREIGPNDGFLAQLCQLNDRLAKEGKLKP
# Rv3671c inh – inhibitors of M. tuberculosis serine protease Rv3671c. P9WHR9. inhibition, % at 5.96 µM. 0.048% of 320,000 active. AID 2606; in the data active means inhibition above about 38%;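 further: extracellular domain of Rv3671c used as enzyme; 0% = enzyme with DMSO and 100% = no enzyme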
# Target sequence (P9WHR9 whole entry, looked up, the tested form may be a part): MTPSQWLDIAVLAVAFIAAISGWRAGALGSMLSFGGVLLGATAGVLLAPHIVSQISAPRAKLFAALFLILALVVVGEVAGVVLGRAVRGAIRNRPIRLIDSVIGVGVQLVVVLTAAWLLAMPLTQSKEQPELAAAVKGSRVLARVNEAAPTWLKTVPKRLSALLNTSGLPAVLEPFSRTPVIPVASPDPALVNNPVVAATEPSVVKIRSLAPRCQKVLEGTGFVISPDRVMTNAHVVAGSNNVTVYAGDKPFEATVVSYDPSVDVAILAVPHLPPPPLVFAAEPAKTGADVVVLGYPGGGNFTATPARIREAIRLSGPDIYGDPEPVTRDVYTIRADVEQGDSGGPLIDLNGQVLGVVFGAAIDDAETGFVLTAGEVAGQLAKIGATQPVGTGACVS
# PrPC surface inh – reduces human prion protein on the cell surface | 0.43% of 370,000 active | cell surface PrPC, TR-FRET read-out | inhibition, % at 13.8 µM | AID 720596; in the data active means inhibition above about 24%; further: 0% = median of the test wells and 100% = reference compound wells
# BH1578 lux ind – quorum light induction in luxS cqsA deficient V. cholerae; V. cholerae BH1578 lux reporter, luminescence, 6 h; 0.16% of 350,000 active; activation, % at 18.7 µM; in the data active means activation mostly above about 9.7%, no sharp cut-off; further: not every result past the cut was called active; inactives centre near 0; reference of the scale not given here
# TcdB inh – TcdB glycohydrolase inhibition; TcdB glycohydrolase enzymatic assay, plate reader; AID 652162; inhibition, % at 9.99 µM; P18177; 0.24% of 350,000 active; in the data active means inhibition above about 10%
# CCHFV vOTU inh – CCHFV vOTU protease inhibition; Pep-AMC fluorescence; inhibition, % at 11.5 µM; 0.55% of 370,000 active; AID 651958; in the data active means inhibition above about 30%; further: 0% = vehicle wells with enzyme and 100% = no enzyme wells
# Active calls of the source: *; i = inactive; . = no result given; & = joins results of further samples. A portion of the library, so the mix of outcomes need not match the whole.
nr	SMILES	Rv3671c inh	TcdB inh	3CLpro inhibitor	SSB-PriA inh	Y pestis TopoI	DUSP3 inh	MazEF act	CCHFV vOTU inh	BH1578 lux ind	PrPC surface inh
1	CC12CCC(c3nnc(SCc4ccc(Cl)cc4)nc31)C2(C)C (configuration not stated)	0	.	1	-39	31	22	-5	11	-0.3	7
2	COc1ccc(NC(=S)N2CCC(c3nc4ccc(Cl)cc4[nH]3)CC2)c(OC)c1	-12	1.4	1	6	4	27	1	1	7.1	-4
3	O=C(Cn1nc(Cl)nc1Cl)c1ccc([N+](=O)[O-])cc1	7	1.8	4	9	1	-3	6	6	i	-18
4	CN(C)c1ccc(N2C(=O)CC(Sc3ccccc3C(=O)O)C2=O)cc1 (configuration not stated)	3	-1.2	0	-10	-10	-8	4	6	0.2	5
5	CNS(=O)(=O)c1ccc(CNC[C@H]2O[C@@H](n3ccc(N)nc3=O)[C@H](O)[C@@H]2O)cc1	.	0.6	.	.	-2	.	7	-3	-0.6	-4
6	Clc1ccc2scc(CN3CCCC3)c2c1	6	0.6	.	-2	0	.	-1	7	-0.5	-4
7	Cc1ccc2c(c1)N(CC(=O)NCC(C)c1ccccc1)C(=O)c1cccnc1O2 (configuration not stated)	3	1.9	2	-7	20	25	8	-4	-0.3	6
8	CCC1(c2ccccc2)C(=O)NC(=O)NC1=O	11	-0.7	.	-6	0	.	7	0	-0.3	5
9	C/C(CCc1ccccc1)=N\NC(=O)CC(=O)NCCc1ccccc1	3	.	4	.	-3	30	-4	11	-0.2	-4
10	CCOC(=O)C(Cc1ccccc1)(NC(C)=O)C(=O)OCC	6	0.5	2	0	-6	16	0	-14	1.5	-5
11	Cc1nnc(NC(=O)c2ccc(S(=O)(=O)N3CCOCC3)cc2)s1	-9	0.6	0	2	-6	25	-1	1	-0.5	-7
12	CCNC(=O)C/C(C)=N/NC(=O)C12CC3CC(CC(C3)C1)C2	-5	.	2	.	3	9	9	7	.	2
13	CCCCOc1ccc(Cl)cc1CSc1nnc(CC)n1N	-9	3.8	-3	5	16	-5	-4	-13	2.7	-7
14	Cc1cc(C)n(-c2ccc(C(=O)NC3=NCCS3)cc2)n1	1	.	4	-7	6	12	6	-2	-0.3	-4
15	Nc1ccc(C(=O)OCC(=O)N2c3ccccc3Sc3ccccc32)cc1[N+](=O)[O-]	-56	.	4	1	-13	4	12	-13	-0.2	2
16	COC(=O)C[C@H]1c2cc(C(F)(F)F)ccc2S(=O)(=O)N1Cc1ccccc1	-13	1.4	.	-40	17	.	4	-4	i	-2
17	CCN1CCN(c2nc(SC)nc3sc4c(c23)CC(C)(C)OC4)CC1	.	.	2	-1	-1	18	3	-3	i	-7
18	CC(=O)OCC1CCCC2=C(C)C(=O)CCC21COC(C)=O (configuration not stated)	-3	-1.1	-1	-8	-5	-11	4	-13	-0.7	6
19	Cc1cccc2cc(C3CC(c4ccco4)=NN3S(=O)(=O)c3ccccc3)c(Cl)nc12 (configuration not stated)	-12	.	-9	6	11	-5	18	11	-0.6	-1
20	CCOc1ccc(N2CC(O)(c3ccc(F)cc3)[N+]3=C2CCCC3)cc1 (configuration not stated)	7	2.0	0	-1	3	-10	17	17	2.4	-5
21	CC(Oc1ccccc1)C(=O)NC1CCSc2ccccc21 (configuration not stated)	-3	-2.3	.	-2	3	.	-10	2	-0.4	12
22	CC(=O)N(CCC1(c2ccc(C)cc2)CCOC(C(C)C)C1)Cc1ccco1 (configuration not stated)	1	2.1	6	2	24	17	11	13	i	12
23	CCn1c(SCC(=O)c2[nH]c(C)c(C(C)=O)c2C)nnc1-c1ccccc1	-10	.	-6	-4	21	22	1	-1	i	4
24	N#CC(C(=O)CCN1C(=O)C2CC=CCC2C1=O)c1nc2ccccc2[nH]1 (configuration not stated)	5	.	-3	-11	-2	6	-2	18	10	3
25	CCOc1ccc2nc(SC3CC(=O)N(c4ccc(OC)cc4)C3=O)sc2c1 (configuration not stated)	1	.	3	9	4	13	-2	-9	3.3	1
26	COC(=O)c1ccc(S(=O)(=O)N2CCC(c3nc4ccccc4o3)CC2)cc1	3	.	0	-16	-4	24	-6	-12	i	-5
27	COc1ccc(C(=O)NCC(=O)NCC(=O)OCC(=O)c2ccc(Br)cc2)cc1	-5	2.2	-1	7	5	11	-13	-5	.	-4
28	O=C(Nc1nc(-c2ccccc2)cs1)c1ccccc1NS(=O)(=O)c1ccc(F)cc1	-49	.	9	-13	-5	-2	-6	38*	-0.3	35*
29	COc1ccc(N2CCN(C(=O)C3CCN(C(=O)c4ccccc4Cl)CC3)CC2)cc1	-3	1.0	0	0	8	12	5	4	-0.3	-1
30	CC(=O)c1cccc(NC(=O)CC2CCCC2)c1	-2	1.4	-2	-6	2	20	9	-10	0.6	-1
31	C[C@@H]1O[C@@H](OC[C@H]2O[C@@H](Oc3c(-c4ccc(O)cc4)oc4cc(O)cc(O)c4c3=O)[C@H](O)[C@@H](O)[C@@H]2O)[C@H](O)[C@H](O)[C@H]1O	1	1.9	.	-9	5	.	-1	3	-0.4	-12
32	COc1ccc(OCC(=O)NNC(=O)C2CCN(c3ncnc4sc(C)c(C)c34)CC2)cc1	-8	1.2	.	-10	11	.	-9	13	i	11
33	O=C(Nc1ccncc1)c1c(F)c(F)c(F)c(F)c1F	14	-0.7	0	-7	2	19	9	-6	-1.1	4
34	C/C(=N\Nc1ccc2nncn2n1)c1ccc(Br)s1	8	0.0	-1	.	-4	-3	-2	-24	-0.7	-5
35	Cc1nnc(SCc2c(Cl)cccc2Cl)n(N)c1=O	-4	-0.8	2	-23	-16	-2	2	5	58*	5
36	CC(=O)O[C@H](COc1c2ccoc2cc2oc(=O)ccc12)C(C)(C)O	8	1.4	.	3	5	.	1	-19	-0.3	1
37	C[C@@H]1CN([C@@H](C)CO)C(=O)CCCn2nncc2CO[C@@H]1CN(C)C(=O)Nc1ccc(C(F)(F)F)cc1	.	1.5&1.5	.	.	-4	.	31	-3	i	8
38	OCCCNc1ncnc2c1ncn2[C@H]1CN(Cc2ccco2)C[C@@H](CO)O1	.	1.0	.	.	-4	.	.	-9	i	-2
39	CN(CC1COc2ccccc2O1)C(=O)CSc1ncnc2sccc12 (configuration not stated)	-5	1.5	.	6	20	.	-1	-1	-0.3	2
40	O=C(Nc1ccc([N+](=O)[O-])cc1)Nc1ccc(N2CCOCC2)c2nonc12	0	0.7	4	-1	-10	12	12	-4	-0.6	5
41	N/C(=N\OC(=O)c1ccc(Cl)cc1Cl)c1cccnc1	-7	.	4	i	4	10	6	-8	-1.0	-5
42	O=C(Cn1nnc(-c2cccs2)n1)NCCc1ccccc1	6	.	0	-2	-4	12	-1	0	i	6
43	O=C1N/C(=C\c2ccc(O)cc2)C(=O)c2ccccc21	-109	5.4	3	13	7	10	7	.	i	.
44	COc1ccccc1NC(=O)c1cc(S(=O)(=O)N2CCC3(CC2)OCCO3)ccc1F	0	0.0	1	-17	6	26	-4	.	-0.2	.
45	COc1ccc(NC(=O)CSc2nncn2C)c([N+](=O)[O-])c1	0	6.1	-3	-8	2	0	6	-4	-0.3	-15
46	CCCCOC(=O)c1sc2nc(C)cc(C)c2c1N	-2	.	-1	-20	.	-7	3	.	.	.
47	CCCN1CCN(C(=O)C2CCN(S(=O)(=O)c3ccc4c(c3)NC(=O)C(C)S4)CC2)CC1 (configuration not stated)	-4	1.4	2	9	11	35	-23	9	-0.7	-9
48	O=C(NC(c1ccc(Cl)cc1)c1cnccn1)C1CCN(Cc2ccc(Oc3ccccc3)cc2)CC1 (configuration not stated)	.	1.4	.	.	10	.	.	5	-0.3	-21
49	CCOc1cc(C2C(C#N)=C(N)OC(C)=C2C(C)=O)c(Br)c(Br)c1OC(C)C (configuration not stated)	2	.	4	-4	1	18	-9	.	i	.
50	O=S1(=O)N=C2CCCCCN2C(c2ccncc2)N1 (configuration not stated)	-4	.	-6	0	4	15	2	-4	.	3

# Already shown: an excerpt of the list.
nr	SMILES	Rv3671c inh	TcdB inh	3CLpro inhibitor	SSB-PriA inh	Y pestis TopoI	DUSP3 inh	MazEF act	CCHFV vOTU inh	BH1578 lux ind	PrPC surface inh
48	O=C(NC(c1ccc(Cl)cc1)c1cnccn1)C1CCN(Cc2ccc(Oc3ccccc3)cc2)CC1 (configuration not stated)	.	1.4	.	.	10	.	.	5	-0.3	-21
49	CCOc1cc(C2C(C#N)=C(N)OC(C)=C2C(C)=O)c(Br)c(Br)c1OC(C)C (configuration not stated)	2	.	4	-4	1	18	-9	.	i	.
50	O=S1(=O)N=C2CCCCCN2C(c2ccncc2)N1 (configuration not stated)	-4	.	-6	0	4	15	2	-4	.	3

# Back to the main list; the 2 compounds before the break are reprinted first.
nr	SMILES	Rv3671c inh	TcdB inh	3CLpro inhibitor	SSB-PriA inh	Y pestis TopoI	DUSP3 inh	MazEF act	CCHFV vOTU inh	BH1578 lux ind	PrPC surface inh
49	CCOc1cc(C2C(C#N)=C(N)OC(C)=C2C(C)=O)c(Br)c(Br)c1OC(C)C (configuration not stated)	2	.	4	-4	1	18	-9	.	i	.
50	O=S1(=O)N=C2CCCCCN2C(c2ccncc2)N1 (configuration not stated)	-4	.	-6	0	4	15	2	-4	.	3
51	O=C(NCc1ccco1)NC(=O)c1csc([N+](=O)[O-])c1	6	0.3	4	-2	-3	18	0	-3	0.6	1
52	CCOC(=O)c1ccc(N2CCOCC2)c(NC(=O)c2ccc3c(c2)OCO3)c1	-7	0.6	5	-4	6	4	5	-4	-0.1	-1
53	O=C(Nc1ccc2nn(-c3ccccc3)nc2c1)c1cccs1	-14	0.4	0	-20	-8	22	3	-18	-0.4	2
54	COc1cc(C(=O)n2nc(C)cc2C)ccc1O	8	.	-5	-2	-3	9	4	15	-0.1	4
55	COc1ccc(S(=O)(=O)NCc2ccccn2)cc1NC(=O)c1ccccc1	-15	2.1	-7	-6	-2	16	7	-10	-0.2	6
56	CNC(=O)CC(C(=O)O)c1ccc(OC(C)C)cc1 (configuration not stated)	2	.	-3	-22	-11	-8	3	-7	-2.1	2
57	Cc1cc(Oc2ccccc2)nc(NCc2ccccc2)n1	5	.	-3	-5	36	21	7	11	i	7
58	O=c1c2ccccc2[nH]c(=S)n1Cc1ccccc1Cl	1	0.6	2	5	-7	14	-3	-6	-0.5	16
59	COc1ccccc1NC(=O)c1ccc2c(O)c(S(=O)(=O)c3ccccc3)c(=O)[nH]c2c1	-15	0.8	1	-6	-4	18	1	-10	i	-3
60	C/C(N)=C(/C#N)C(=O)COC(=O)c1cccc2ccccc12	-10	2.2	7	3	-1	-6	-5	-8	i	-4
61	O=S1(=O)CCN2C(c3cccc4ccccc34)=CSC2=N1	2	3.1	-4	-22	6	36	2	1	-0.3	-3
62	CC(CCc1ccccc1)NC(=O)C(Cc1ccccc1)NS(=O)(=O)c1cccs1 (configuration not stated)	6	.	3	-11	6	40	2	15	6.2	7
63	CCC(C)(C)NC(=O)C(c1ccc(C)cc1)N(CC1CCCO1)C(=O)c1csnn1 (configuration not stated)	4	0.5	-2	-13	11	4	-3	10	i	1
64	O=C(Nc1ccc(F)cc1)Oc1ccccc1N1CCOCC1	0	0.3	-2	0	-1	29	6	-5	-0.3	0
65	COc1cccc(NC(=O)CN(C)C(=O)Cc2n[nH]c(=O)c3ccccc23)c1	8	2.0	.	-3	6	.	-14	1	-0.3	3
66	COC(=O)CS(=O)(=O)c1ccc2c(c1)CC(=O)N2	-1	.	-22	-10	-1	9	2	0	-0.4	-9
67	COc1ccc(S(=O)(=O)N(CC(=O)Nc2ccc(S(=O)(=O)N3CCOCC3)cc2)Cc2ccc(F)cc2)cc1	-33	.	5	6	22	-2	-1	8	-0.2	4
68	CC1CCc2c(sc(N)c2C(N)=O)C1 (configuration not stated)	7	0.1	-4	-5	-3	16	-5	-8	i	3
69	O=C(Nc1ccn(Cc2ccc(Cl)cc2)n1)c1ccc2c(c1)OCO2	7	.	3	-2	-7	0	4	-5	i	-2
70	O=C(NCc1nnc(SCC(=O)N2CCc3ccccc32)o1)c1ccco1	2	0.3	-5	-16	-3	24	2	-12	-0.3	3
71	O=C(Nc1sc2c(c1C(=O)O)CCCCC2)c1cccnc1	-3	.	3	-12	-2	-4	6	.	-0.6	.
72	COC(=O)[C@@H](N)CS	3	0.2	1	-2	2	-11	-1	-3	8.3	11
